Assay outcomes deposited in PubChem BioAssay by Sanford-Burnham Center for Chemical Genomics.
CCR6 antagonist = blocks CCL20-driven beta-arrestin recruitment at human CCR6. P51684. CHO-K1 CCR6 PathHunter beta-arrestin, luminescence, CCL20-stimulated. inhibition, % at 20 µM. 340,000 compounds, 0.49% hits. AID 493098;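 active = compounds whose inhibition of the agonist-driven luminescence signal at 20 µM reaches about 50%, limit read from the data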;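 note: cells stimulated with CCL20 at 14 nM final; plate controls were DMSO with CCL20 for no effect and DMSO without agonist for full effect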
CXCR6 block = CXCR6 (human) receptor inhibition. CHO-K1 PathHunter CXCR6 beta-arrestin, luminescence. inhibition, % at 20 µM. 360,000 compounds, 0.36% hits; in the data active = inhibition above about 34%, passing the limit was not always enough;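 note: antagonist mode with CXCL16 agonist at 10 nM final; 0% = 10 nM CXCL16 with DMSO and 100% = unstimulated wells without agonist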
Target sequence (O00574 whole entry, looked up): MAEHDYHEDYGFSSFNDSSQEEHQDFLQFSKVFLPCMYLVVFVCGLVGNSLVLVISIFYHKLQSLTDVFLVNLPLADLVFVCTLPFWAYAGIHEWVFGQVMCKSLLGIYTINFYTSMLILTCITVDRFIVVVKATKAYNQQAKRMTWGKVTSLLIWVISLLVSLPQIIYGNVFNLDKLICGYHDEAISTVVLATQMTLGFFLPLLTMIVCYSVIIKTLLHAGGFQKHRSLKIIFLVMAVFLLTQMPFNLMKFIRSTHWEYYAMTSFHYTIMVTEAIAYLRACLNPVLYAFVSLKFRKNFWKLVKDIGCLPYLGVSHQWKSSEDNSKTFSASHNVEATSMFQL
UPR CHOP act = apoptotic UPR (CHOP) activation | activation, % at 10 µM | CHO-CHOP luciferase reporter, luminescence; percent of tunicamycin response over DMSO baseline | 330,000 compounds, 0.34% hits;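 active = at 10 µM dose, activation of 40% or more, normalized to positive control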;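 note: 100% = tunicamycin at 10 µg/mL and 0% = DMSO alone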
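Assay system: CHO cells with stable CHOP pathway luciferase reporter; Buffer or medium: F12 plus 10% serum; Times: 16-18 h cell attachment, then 6 h compound exposure, 37 °C; Signal: luciferase luminescence; Read-out basis: percent activation relative to tunicamycin control; Control set: tunicamycin high control, DMSO low control.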
Gli-Sufu antag = Gli-Sufu pathway antagonism; inhibition, % at 5 µM; 340,000 compounds, 0.74% hits; AID 588413; Sufu-KO-LIGHT fibroblasts, Gli luciferase reporter luminescence;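 active = inhibition above about 55%, limit read from the data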;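 note: 0% = DMSO-treated cells and 100% = wells with medium but no cells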
EBI2 antag = antagonists of human EBI2 receptor; inhibition, % at 5 µM; AID 651636; P32249; 360,000 compounds, 0.81% hits; EBI2 beta-arrestin recruitment, luminescence, 7a,25-OHC stimulated; in the data active = inhibition above about 38%;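 note: enzyme fragment complementation signal reports receptor beta-arrestin coupling in cells; 0% = agonist plus DMSO wells and 100% = wells without agonist; some results beyond the cut were filed as inactive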
Target sequence (P32249 whole entry, looked up, the tested form may be a part): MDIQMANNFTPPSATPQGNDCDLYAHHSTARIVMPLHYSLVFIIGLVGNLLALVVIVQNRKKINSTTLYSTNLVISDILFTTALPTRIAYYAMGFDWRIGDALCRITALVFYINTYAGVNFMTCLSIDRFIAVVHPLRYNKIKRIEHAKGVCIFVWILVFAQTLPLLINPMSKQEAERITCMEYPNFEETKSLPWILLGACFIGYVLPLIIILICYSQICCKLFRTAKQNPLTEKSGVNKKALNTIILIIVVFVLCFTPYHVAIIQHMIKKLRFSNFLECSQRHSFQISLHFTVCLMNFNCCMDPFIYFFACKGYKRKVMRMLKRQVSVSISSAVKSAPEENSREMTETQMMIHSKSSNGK
Jurkat NFkB inh = lowers PMA/ionomycin-induced NF-kB signal in Jurkat cells; PMA/ionomycin-induced NF-kB luciferase reporter, luminescence; inhibition, % at 4 µM; 330,000 compounds, 0.53% hits; AID 435003; in the data active = inhibition above about 50%
697 NFkB inh = inhibitors of the PMA/ionomycin-induced NF-kB reporter in 697 B cells; 697 B-cell NF-kB luciferase reporter, 16 h; inhibition, % at 4 µM; 330,000 compounds, 0.33% hits; in the data active = inhibition above about 35%
XBP1 UPR activ = activators of adaptive arm of unfolded protein response (XBP1); CHO-XBP1 luciferase reporter, IRE1-XBP1 UPR activation, luminescence; percent of tunicamycin response, DMSO as zero; activation, % at 20 µM; 330,000 compounds, 0.33% hits; AID 463104;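 active = versus positive control, 20 µM dose yields 30% or more activation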;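 note: 100% = tunicamycin at 10 µg/mL and 0% = DMSO only wells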
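Material – CHO cell line with stable XBP1 luciferase reporter · Buffer or medium – F12 plus 10% FBS · Compound – single point, 20 µM final compound, 1% DMSO · Schedule – 16-18 h cell attachment at 37 °C, then 6 h compound exposure · Signal – Steady-Glo luminescence read · Benchmarks – high control tunicamycin 10 µg/mL final, low control DMSO vehicle only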
Mdm2-MdmX inh = human Mdm2/MdmX binding inhibition; O15151+Q00987; SaOS-2 split-luciferase Mdm2/MdmX complementation, luminescence; 330,000 compounds, 3% hits; AID 485346; inhibition, % at 8 µM;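 active = inhibition of at least 50% at 8 µM in the primary screen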
The depositor's hits bear a star; . = not tested or not shown.

SMILES | CCR6 antagonist | CXCR6 block | UPR CHOP act | Gli-Sufu antag | EBI2 antag | Jurkat NFkB inh | 697 NFkB inh | XBP1 UPR activ | Mdm2-MdmX inh
CNc1nnc(CSc2nc3ccccc3s2)s1 | 1 | 6 | 3.3 | 19 | -1 | -38 | -48 | 4 | -6
COc1ccccc1CNC(=O)COC(=O)C1CCN(S(=O)(=O)c2c(Cl)cccc2Cl)CC1 | 10 | 8 | . | -10 | 16 | . | . | . | .
CC(C)(C)OC(=O)N[C@@H](/C=C/c1ccccc1)C(=O)OC(C)(C)C | 20 | -5 | -0.4 | -2 | -1 | 1 | -13 | 0 | 13
CCOc1ccc(NC(=O)c2ccc(S(=O)(=O)N3CCOCC3)cc2)cc1 | 3 | 5 | 3.9 | -18 | -6 | 11 | -9 | -1 | 9
O=C(c1ccc(NC(=S)Nc2ccc(Cl)c(Cl)c2)cc1)N1CCCC1 | 10 | -4 | . | -7 | -11 | . | . | . | .
Cc1cccc(NC(=O)CCNC(=O)c2ccco2)c1C | 3 | -2 | -1.8 | -9 | -6 | 5 | 8 | -5 | 15
COC(=O)c1ccc(Oc2ccc3nnc(C)n3n2)cc1 | -17 | -3 | -2.2 | 0 | -9 | -12 | -31 | -4 | 28
Cc1ccc(C)c(N(C(=O)CNC(=O)c2ccco2)C(C(=O)NC2CCCC2)c2ccncc2)c1 (stereo unspecified) | 9 | 3 | 0.3 | 13 | -1 | 3 | 12 | -2 | 6
S=C(Nc1ccccc1Cl)N1CCCCCC1 | -1 | -1 | 5.4 | -3 | -6 | -8 | -7 | 1 | -18
COc1ccc(C(=O)N2CCC(c3ccccc3)CC2)c(OC)c1OC | 8 | 7 | 1.1 | -2 | 2 | 3 | 1 | 2 | 0
COCCN(C)C(=O)CC1C(=O)NCCN1CC(c1ccccc1)c1ccccc1 (stereo unspecified) | -11 | 4 | -1.6 | 6 | -11 | -2 | 1 | -2 | 16
O=C(Cc1ccc(Br)cc1)c1ccc(O)cc1O | 7 | -6 | 5.8 | -120 | -11 | -26 | -31 | 7 | -24
Cc1cc(OC(=O)c2ccc(S(=O)(=O)N(C)C)cc2)c([N+](=O)[O-])c(=O)[nH]1 | -21 | -1 | 0.4 | 5 | -9 | 11 | 15 | 2 | 17
CCCCn1cnc2c(sc3nc4c(cc32)CSC(C)(C)C4)c1=O | -3 | 4 | 4.1 | -9 | -2 | -150 | -130 | 1 | -92
CN1CCC(N(C)C(=O)c2ccccc2Nc2ccc(SC(F)F)cc2)CC1 | 12 | 8 | -2.4 | 13 | 0 | -13 | -27 | -3 | -2
Cc1ccsc1/C=N/Nc1ccc(C(=O)O)cc1 | 4 | -9 | -8.7 | 3 | -6 | 3 | -130 | -10 | -78
O=S(=O)(Nc1ccccc1Br)c1cccs1 | 4 | -4 | 0.2 | -17 | 2 | 11 | 12 | 0 | 15
c1ccc(CNc2nc3ccccc3n3cnnc23)cc1 | -1 | -4 | 1.9 | . | 0 | -4 | -6 | 2 | -11
COc1ccc(C2CCCN2C(=S)Nc2cccc(Cl)c2C)cc1OC (stereo unspecified) | -10 | 3 | -0.5 | 32 | -6 | 4 | 10 | -2 | 16
COc1cccc(NC(=O)C(=O)NCCCn2ccnc2)c1 | -3 | 6 | 0.7 | -9 | -7 | -13 | 20 | 4 | -2
CCOc1ccc(C2C(C(=O)Nc3ccccc3)=C(C)N=c3s/c(=C/c4cccc(OCC(=O)O)c4)c(=O)n32)cc1 (stereo unspecified) | 6 | 18 | -1.2 | 2 | 8 | 2 | -6 | -2 | 10
COC(=O)c1ccccc1C(=O)N1CCCC(CNC(=O)c2ccc(F)cc2)C1 (stereo unspecified) | 5 | -12 | -2.2 | 36 | -6 | -4 | -6 | -7 | 24
CC1(c2ccccc2)NC(=O)N(CC(=O)Nc2ccc(N3CCOCC3)cc2)C1=O (stereo unspecified) | 11 | -1 | 3.4 | -2 | -1 | 12 | 10 | -2 | 7
CCOCCn1c(N(C)Cc2ccccc2)nc2c1c(=O)[nH]c(=O)n2C | -4 | -2 | 1.4 | 2 | -1 | 10 | -19 | 2 | 11
C=CCn1c(SCn2nnc3ccccc3c2=O)nnc1-c1ccc(F)cc1 | -7 | -8 | -1.8 | -9 | -5 | -12 | -15 | -1 | 14
CCN(CC)c1ccc(NC(=S)Nc2ccc(F)cc2)cc1 | -10 | 0 | 0.5 | 32 | 5 | -18 | -24 | 0 | 5
CC(=O)C1=C(C)OC(N)=C(C#N)C1c1ccncc1 (stereo unspecified) | 1 | 2 | 1.6 | -17 | -4 | -7 | -3 | -3 | 9
Cc1cc(=O)[nH]c(SCCCOc2ccc(F)cc2)n1 | -9 | 3 | 1.0 | 7 | -6 | -1 | 7 | -1 | 2
COC(=O)c1ccc(NCC(=O)N2CCCCCC2)cc1 | . | . | 1.0 | . | . | -19 | -20 | -1 | 0
COc1ccc(C2c3c(ccc4ccccc34)Oc3ncn4nc(CO/N=C/c5ccccc5)nc4c32)cc1 (stereo unspecified) | -13 | -2 | -2.8 | -2 | -7 | 3 | 7 | 3 | 19
CS(=O)(=O)N(CCc1ccccc1)CC(=O)N1CCN(Cc2ccc3c(c2)OCO3)CC1 | 0 | -6 | 0.5 | 4 | -5 | 5 | -17 | 0 | 31
CCOC(=O)C1CCN(C(=O)Cn2cccc2C(=O)c2ccccc2)CC1 | 6 | 1 | -1.4 | 0 | 2 | 12 | 7 | 0 | -4
CC1(C)Cc2nc3oc4c(N5CCOCC5)ncnc4c3cc2CO1 | 1 | -5 | -2.4 | -5 | -13 | 4 | 16 | -1 | 6
CN(CC(=O)NCc1ccncc1)S(=O)(=O)c1cc(Cl)ccc1Cl | 8 | -8 | 2.4 | 6 | 0 | 13 | 0 | 1 | -3
COc1ccccc1NS(=O)(=O)c1cc(NC(=O)C2CCC2)ccc1N1CCCCC1 | 10 | 14 | 1.7 | 12 | 12 | -14 | 9 | 1 | 7
Clc1ccc(-c2csc(N/N=C/c3ccc4c(c3)OCO4)n2)cc1 | -8 | 4 | 0.4 | 1 | 13 | -14 | -28 | 0 | 15
COC(=O)c1cc(OC)c(OC)cc1NC(=S)N1CCCC(CO)C1 (stereo unspecified) | -10 | 5 | -1.4 | -1 | -1 | 0 | -13 | -1 | 7
S=c1[nH]cnc2scc(-c3ccc(Br)cc3)c12 | 33 | 18 | -0.8 | 12 | 3 | -13 | -18 | 7 | 20
Nc1c(-c2cccc([N+](=O)[O-])c2)nc2ccccn12 | 8 | -4 | 4.5 | -18 | 3 | -73 | -39 | 0 | -46
COc1cc(OC)c(C2C(C(=O)N3CCOCC3)=C(C)NC3=C2C(=O)CC(C)(C)C3)cc1OC (stereo unspecified) | 12 | -16 | -2.7 | 4 | 2 | 0 | 15 | -2 | 0
CCOc1ccc(OCCCC(=O)N(CC)CC(=O)Nc2c(F)cccc2F)cc1 | 6 | 2 | 0.5 | -3 | 3 | 11 | 5 | -1 | 33
Cc1ccn2c(C(=O)N/N=C/c3ccc(CNC(=O)C(=O)Nc4ccc(C)c(C)c4)o3)c(C)nc2c1 | . | . | 3.7 | . | . | -12 | 11 | 2 | -7
COC(=O)[C@@H]1C[C@@]2(O)[C@H](O)[C@H](O)[C@H](O)C[C@H]2N1CC(c1ccccc1)c1ccccc1 | -10 | -10 | 0.5 | 4 | -2 | 7 | 12 | -1 | 8
CC(C)N1CCN(Cc2ccncc2)CC1CCO (stereo unspecified) | 1 | 4 | -1.0 | 2 | -4 | 7 | -1 | -6 | 3
CCN(CC(=O)Nc1ccc2c(c1)OCCO2)C(=O)/C=C/c1ccc([N+](=O)[O-])cc1 | 8 | -8 | 0.7 | 0 | 5 | 12 | 21 | 1 | 7
Cc1nc2nc(-c3ccc(F)cc3)cn2nc1C | 5 | -6 | -2.5 | -65 | -3 | -61 | -90 | -8 | -91
Cc1ccc(S(=O)(=O)N(CC(=O)N(C)C)c2cccc([N+](=O)[O-])c2)cc1 | 10 | 7 | -2.6 | -5 | -5 | 6 | 14 | 2 | -12
O=C1COc2ccc(S(=O)(=O)NCCc3ccccc3)cc2N1 | 5 | -8 | -1.1 | -11 | -1 | 6 | 14 | 4 | 24
CC(=O)C(Sc1nccc(-c2cccs2)n1)C(C)=O | -7 | 2 | 0.6 | -7 | -8 | -9 | 12 | 0 | -6
O=C(O)c1ccc(NC(=O)c2ccco2)c(NC(=O)c2ccco2)c1 | -1 | -7 | 2.2 | 33 | 6 | 1 | 9 | 3 | 10
C[C@H](CO)N1C[C@H](C)[C@H](CN(C)CC2CC2)Oc2ccc(NC(=O)CCN3CCOCC3)cc2C1=O | 3 | -2 | 0.7 | -2 | -11 | -3 | 1 | -1 | 8
CCOC(=O)c1c(C)oc2ccc(OC(=O)c3cccs3)cc12 | 14 | -1 | -1.5 | 0 | 6 | -9 | 2 | -1 | 4
Cn1c(=O)c(C(=O)CCl)c(N)n(CC2CC2)c1=O | 3 | 3 | 0.9 | 7 | -8 | 2 | -11 | -1 | 25
CCOC(=O)CC(=O)CSc1nnc2c(n1)[nH]c1ccccc12 | 5 | -4 | 3.0 | -8 | 7 | -21 | -81 | 3 | 8
COc1cc2c(C(=O)NCc3ccc4c(c3)OCO4)cn(C)c(=O)c2cc1OC | 5 | 0 | 1.0 | 4 | -8 | 6 | 2 | 1 | -9
COc1ccccc1C(=O)Nc1ccc2c(c1)CCCN2C(=O)c1ccccc1 | 9 | -13 | -1.4 | -16 | 12 | -2 | -3 | -1 | 18
Cn1c(=O)cc(N)n(-c2ccccc2)c1=O | 13 | 2 | 0.4 | -3 | 0 | -1 | 24 | -1 | 3
O=C(NCC(c1ccco1)N1CCc2ccccc21)c1ccccc1 (stereo unspecified) | 9 | 2 | -0.1 | 3 | -4 | -4 | -25 | -1 | 20
Cc1ccc2nc3c(cc(C(=O)NC4CCCC4)c(=N)n3CCCn3ccnc3)c(=O)n2c1 | . | . | -1.7 | . | . | -2 | 3 | 6 | 6
Cc1cc(C)n2nc(SCC(=O)N/N=C/c3ccccc3F)nc2n1 | 0 | 5 | 1.2 | 23 | -8 | -9 | -21 | 1 | -18
COc1ccc(C(=O)Nc2cccc(C(=O)NCc3ccco3)c2)cc1 | 9 | 0 | 4.1 | -11 | -6 | -12 | 21 | -2 | 20
COc1nc(C)nc(NC(=O)NS(=O)(=O)c2ccc(C)cc2)n1 | -9 | -4 | 0.5 | -2 | -5 | -29 | -48 | -1 | -10

Outcome played no part in choosing rows. About 5% of those tested had a hit in this group.
